Screens: PubChem BioAssay, Sanford-Burnham Center for Chemical Genomics
Rat MKP-3 inhibitors: MKP-3 phosphatase inhibitors, primary screen, biochemical, rat enzyme, in vitro (AID 425). 110,000 compounds, 0.17% hits. inhibition, % at 20 µM, or IC50 in µM where a hit was titrated. recombinant MKP-3 phosphatase activity, fluorescence; higher % means a stronger effect; in the data active = inhibition above about 50%;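 note: plate controls were vehicle for no effect and reference inhibitor for full effect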
Hsp70 inhibitors: Hsp70 inhibitors, probe displacement, primary screen, biochemical, fluorescence polarization (AID 583). Hsp70 fluorescence polarization probe displacement, mP; higher % means a stronger effect. one-dose displacement, % at 20 µM; IC50 in µM for titrated hits. 140,000 compounds, 0.06% hits; in the data active = displacement above about 50%;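 note: plate controls were vehicle for no effect and reference ligand for full effect; a part of the inactive calls stands beside numbers as strong as those of hits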
Starred values were filed as active, the others as inactive; nt = no result given; & = joins results of further samples. Not all compounds are listed; the hit share may differ from the screen's.

SMILES | Rat MKP-3 inhibitors | Hsp70 inhibitors
CCOC(=O)C(CC)Oc1ccc2c(C)cc(=O)oc2c1 (configuration not stated) | 0.1% | 8.5%
COc1ccccc1NC(=O)Cn1cnc2c(cnn2-c2ccc(C)c(C)c2)c1=O | 3.2% | -5.6%
COC(=O)c1ccc(N(C(=O)c2ccco2)C(C(=O)NC2CCCC2)c2ccco2)cc1 (configuration not stated) | nt | -5.8%
CC1=C(Sc2ccccn2)C(=O)NC(C)(C)C1 | -8.5% | -4.9%
COc1ccccc1/C=N/NC(=O)c1cc(-c2ccc3ccccc3c2)n[nH]1 | 4.5% | 0.9%
O=S(c1ccc2ccccc2c1)N1CCOCC1 (configuration not stated) | -1.6% | 0.2%
O=C(O)c1cccc(N2C(=O)c3ccc4c5c(ccc(c35)C2=O)CC4)c1 | 71.8%* | 70.0%*
CC12C=CC3(O1)C(C(=O)N(c1ccccc1)C3C(=O)NC1CCCC1)C2C(N)=O (configuration not stated) | nt | -2.4%
O=S(=O)(c1ccc(Cl)cc1)N1CCC(N2CCOCC2)CC1 | nt | -3.3%
COC(=O)CCN(C1CCCCC1)S(=O)(=O)c1ccc(S(=O)(=O)N2CCCCC2)cc1 | -6.4% | -0.7%
COc1cc(-c2nc3ccccn3c2/N=C/c2ccccc2)ccc1O | 0.9% | 0.7%
N#CC[n+]1cc(-c2ccc(Cl)cc2)n2c1CCC2 | -10.6% | -2.3%
CCc1ccc(C2CC(c3ccccc3C)n3nc(N)nc3N2)cc1 (configuration not stated) | -0.8% | 3.0%
COc1ccc(CCC(=O)NCc2ccc(Cl)c(Cl)c2)cc1 | 0.0% | -2.9%
Cn1c(=O)c2cc(S(=O)(=O)NC(C(=O)N3CCCCCC3)c3ccccc3)ccc2n(C)c1=O (configuration not stated) | -7.1% | -6.0%
COC(=O)C1=C(C)N=c2s/c(=C/c3ccc(Cl)cc3)c(=O)n2C1c1ccccc1 (configuration not stated) | 0.2% | 0.7%
CCOC(=O)C1CCCN(C(=O)c2c(-c3ccccc3Cl)noc2C)C1 (configuration not stated) | -0.3% | -1.7%
O=C(Cc1ccccc1)N1N=C(c2ccc(Cl)cc2)CC1(O)C(F)(F)F (configuration not stated) | 0.2% | 10.7%
CCn1cc(/C=C2/C(=O)NN(c3ccccc3)C2=O)c2ccccc21 | -1.2% | 0.0%
O=[N+]([O-])c1ccc(CSc2nnnn2-c2ccccc2)cc1 | 2.1% | -3.1%
O=C(CO/N=C/c1ccccc1O)NNC(=O)c1ccccc1Cl | nt | 0.8%
Cc1ccc(S(=O)(=O)Cc2ccc(C(=O)N3CCCC3)o2)cc1 | -7.3% | -3.3%
COc1cccc(C(=O)NC2=NCCS2)c1 | -5.7% | -2.1%
Cc1nc2ccccc2n1CCCOc1ccccc1 | nt | -3.2%
CCn1c(SCC(=O)O)nnc1C1CCCCC1 | -1.8% | -1.7%
Cn1c(C(=O)NCC2CCCO2)cc2c(=O)n(C)c3ccccc3c21 (configuration not stated) | 4.8% | 1.8%
O=C(CSC1=NCCS1)n1c2ccccc2c2ccccc21 | 1.7% | -6.6%
COC(=O)CCC(=O)Nc1cccc(Br)c1 | 1.0%&1.6% | 0.2%&1.8%
N#Cc1c(/N=C/N2CCCC2)oc(-c2ccccc2)c1-c1ccccc1 | -11.4% | 5.0%
N#CCc1ccc(NC(=O)c2cc(Cl)cc(Cl)c2O)cc1 | -2.0% | 0.6%
CC(=Nc1ccc(C)cc1)c1c(O)n(C)c(=O)n(C)c1=O | 1.9% | 9.0%
Cn1c(=O)[nH]c(=O)c2c1nc(Br)n2CCCc1ccccc1 | nt | -0.7%
COc1ccc(CCNC(=O)C2CCN(S(=O)(=O)c3ccc(OC)c(OC)c3)CC2)cc1 | nt | -0.2%
N#Cc1sc2nc3c(c(-c4cccnc4)c2c1N)CCC3 | 1.1% | 0.5%
COc1cc(C2C3C(=O)N(c4ccccc4C(F)(F)F)C(=O)C3ON2c2ccccc2)ccc1O (configuration not stated) | 2.1% | 2.3%
COc1ccc(CCN2CC(O)=C(c3nc4ccccc4c(=O)[nH]3)C2=N)cc1OC | -14.6% | 1.1%
CCS(=O)(=O)N1CCCC(C(=O)NCCCN2CCCC2=O)C1 (configuration not stated) | -7.7% | 3.0%
Cc1cc(C)nc(NC(=O)c2c(-c3c(Cl)cccc3Cl)noc2C)n1 | -3.9% | -1.3%
COc1cc2cc(C(N)=O)c(N)nc2cc1OC | -2.1% | 6.2%&3.5%
O=S(=O)(Cc1ccc(Cl)cc1)N1CCCC1 | -3.1% | 0.6%

A different layout for part of the listing above:
Every second line gives: Rat MKP-3 inhibitors, Hsp70 inhibitors
> COC(=O)C1=C(C)N=c2s/c(=C/c3ccc(Cl)cc3)c(=O)n2C1c1ccccc1 (configuration not stated)
  0.2%, 0.7%
> CCOC(=O)C1CCCN(C(=O)c2c(-c3ccccc3Cl)noc2C)C1 (configuration not stated)
  -0.3%, -1.7%
> O=C(Cc1ccccc1)N1N=C(c2ccc(Cl)cc2)CC1(O)C(F)(F)F (configuration not stated)
  0.2%, 10.7%
> CCn1cc(/C=C2/C(=O)NN(c3ccccc3)C2=O)c2ccccc21
  -1.2%, 0.0%

Remaining list, next part.
SMILES | Rat MKP-3 inhibitors | Hsp70 inhibitors
CC(=O)c1cccc(NC(=O)c2cc(C(C)C)on2)c1 | -10.4% | 0.7%
CCCCC(NC(C)=O)c1nc2ccccc2n1CCC (configuration not stated) | -0.7% | 2.5%
CCOc1ccccc1Oc1c(C)oc2c(CN3CCN(C)CC3)c(O)ccc2c1=O | -8.0% | 6.0%
CCc1ccccc1NC(=O)CN(c1ccc(C(C)C)cc1)S(=O)(=O)c1ccccc1 | -0.3% | 3.7%
O=C1CCC(=O)N1OCCCCOc1ccccc1 | 2.3% | -4.9%
COc1ccccc1N1CCN(CCOc2c(OC)cccc2OC)CC1 | 0.0% | 0.6%
CC(C)COc1ccc2[nH]c3c(c2c1)CCC/C3=N\N | 2.4% | 5.0%
CCOC(=O)N1CCC(N2C(=O)c3ccccc3C2Nc2cc(Cl)c(OC)cc2OC)CC1 (configuration not stated) | -8.2% | 1.8%
CCc1ccccc1NC(=O)c1c(NC(=O)c2ccco2)sc2c1CCCC2 | 2.7% | -3.2%
Cc1ccc(-c2nc3ccccc3o2)cc1NC(=S)NC(=O)c1ccco1 | 3.6% | -2.5%
CCc1ccc(NC(=O)CSc2nc3ccccc3c(=O)n2CCCC(=O)N2CCCC2)cc1 | nt | -5.8%
Cc1noc(C)c1CSc1nnc(-c2ccncc2)n1-c1ccc(Cl)c(Cl)c1 | -5.2% | -10.1%
CN(C(=O)c1ccc2c(c1)OCO2)C1(C(=O)NC2CCCC2)CCCCC1 | 6.6% | -0.7%
CCC(C)(C)NC(=O)C(c1ccc(C)cc1)N(Cc1cccnc1)C(=O)c1csnn1 (configuration not stated) | nt | 1.5%
CC1CCN(C(=O)CSc2nnc(Cn3c(=O)sc4ccccc43)n2C)CC1 | 3.7% | 6.2%
CC(=O)Nc1cc2c(cc1Br)OCCO2 | 9.2% | -2.8%
NS(=O)(=O)c1ccc(CCNC2CC(=O)N(c3ccc(I)cc3)C2=O)cc1 (configuration not stated) | -0.7% | -3.0%
c1cncc(-c2nc(NCC3COc4ccccc4O3)c3ccccc3n2)c1 (configuration not stated) | nt | 0.0%
CN(C)C(=O)N1CCC(C(=O)NCc2ccc(F)cc2)CC1 | 8.5% | 3.1%
CCC(=O)N1CCN(c2ccc(Cl)cc2NC(=O)c2ccc3c(c2)OCCO3)CC1 | -3.5% | 9.8%
O=C1/C(=C\c2ccc(-c3ccc([N+](=O)[O-])cc3Br)o2)SC(=S)N1c1ccccc1 | 2.9% | -1.6%
O=C(Nc1ccc(NC(=O)c2cccc(F)c2)cc1)c1ccc(Br)cc1 | 3.5% | 1.8%
Cc1ccc(C2CC(C(F)(F)F)n3nc(C(=O)NC(C)C)cc3N2)cc1 (configuration not stated) | -3.8% | 6.5%
CC(=O)N1CCN(c2cc(N3CCCC3)c(F)cc2[N+](=O)[O-])CC1 | 2.7% | -1.2%
Cc1[nH]c2ccc(-c3nnc(SCC(=O)c4ccc(F)cc4)o3)cc2c1C | -2.5% | 4.0%
CN(C)C(=O)COC(=O)c1cc(Cl)cc(Cl)c1N | nt | -3.1%
O=[N+]([O-])c1cc(Cl)ccc1Sc1cccc2cccnc12 | nt | 9.1%
CC(=O)c1cc(C#N)c(SCCC(C)C)nc1C | -1.8% | 1.4%
CC1=C(C(=O)N(C)C)C(c2ccc(Cl)c(Cl)c2)NC(=O)N1 (configuration not stated) | -7.8% | 5.0%
COc1ccc(CNCc2ccc3ccccc3c2)cc1OC | -0.9% | 1.2%
CCOC(=O)Cc1nnc(NC(=O)C(CC)Sc2nc(C)cc(=O)[nH]2)s1 (configuration not stated) | -3.6% | -1.6%
COc1ccc(NC(=O)/C=C/c2cccc([N+](=O)[O-])c2)cc1 | 0.5% | -4.0%
O=C(c1cc(-c2ccc(Br)cc2)nc2ccccc12)N1CCCCC1 | -1.2% | -4.7%
Cc1c(NC(=O)c2ccco2)cccc1-c1nc2ncccc2o1 | -0.2% | -1.0%
COc1cc(C(=O)N/C(=C/c2ccc(F)cc2)C(=O)NC(C)C(=O)O)cc(OC)c1OC (configuration not stated) | 0.8% | 1.4%
CCOc1cc(OCC)cc(C(=O)Nc2cccc([N+](=O)[O-])c2)c1 | -3.1% | 9.3%
Clc1ccc2c(c1)C(N1CCNCC1)=Nc1ccccc1O2 | -2.9% | 5.5%
CCOc1ccc(N(CC(N)=O)S(C)(=O)=O)cc1 | -0.9% | 2.9%
O=C(Nc1cccc(Cl)c1)/C(=C\c1ccco1)NC(=O)c1cccs1 | 2.7% | -0.3%
COc1cc(NC(=O)CSc2nc3ccccc3c(=O)n2C)ccc1NC(=O)c1ccco1 | 0.5% | -0.3%
COc1ccccc1NS(=O)(=O)c1cccc(C(=O)NN)c1 | nt | -1.3%
CCC(C)NC(=O)c1cc(-c2ccc(OC)cc2)on1 (configuration not stated) | -7.2% | -5.1%
Cc1ccc(CNC(=O)Cn2cccc2C(=O)c2ccccc2)cc1 | nt | -4.6%
CCOC(=O)C1C(=O)CC(C)(O)C(C(=O)OCC)C1c1cccc(OC)c1 (configuration not stated) | -11.6% | -3.1%
COc1ccccc1-n1cnnc1SCC(=O)Nc1ncc(Cl)cc1Cl | -3.7% | 8.1%
Cc1cc(C)n(-c2nc3c(c(=O)[nH]c(=O)n3C)n2C)n1 | -1.4% | -2.4%
Cc1c2c(nc3c(C(=O)NC4CCCCC4C)cnn13)CCCC2 (configuration not stated) | -2.9% | -0.6%
CC(C)(C)NC(=O)c1cccc(N2C(=O)c3cccc([N+](=O)[O-])c3C2=O)c1 | 3.7% | 1.9%
Nc1nonc1C(=O)OCc1ccc(Cl)cc1Cl | 0.2% | 0.7%
CS(=O)(=O)N(CCc1ccccc1)CC(=O)N1CCc2ccccc2C1 | -13.6% | -0.5%
CN1C(=S)SC(/[N+]([O-])=C\c2ccccc2)C1(C)C (configuration not stated) | nt | -1.2%
CC(OC(=O)c1cc2sccc2n1C)C(=O)NCc1cccs1 (configuration not stated) | 3.0% | -4.6%
Cc1cccnc1NC(=O)COc1ccc(Br)cc1 | 2.0% | 2.8%
NC(=O)C1=NOC(CNc2ncc(C(F)(F)F)cc2Cl)C1 (configuration not stated) | nt | -0.9%
Nc1cccc(-n2nncc2-c2ccccc2)c1 | -17.4%&0.4% | 5.2%&-23.7%
Cc1cccc(NC(=S)NNC(=O)c2csc(C(C)C)c2)c1 | nt | -0.8%
CC1(C)Cc2ccccc2-c2nnc(-c3cccnc3)n21 | -0.2%&0.1%&-1.4% | -2.4%&-2.4%&0.7%
Cc1cc(C(F)F)n2ncc(C(=O)N3CCC(C(N)=O)CC3)c2n1 | nt | -1.5%
COC(=O)C1=C(C)NC(=O)/C1=C\c1ccc(C(=O)O)cc1 | 2.3% | 3.2%
Ic1ccc(-c2nc(-c3ccncc3)no2)cc1 | 0.6% | 3.7%
Other records.
SMILES | Rat MKP-3 inhibitors | Hsp70 inhibitors
COc1ccc(N(CN2C(=O)C3C4C=CC(C4)C3C2=O)C(=O)c2ccco2)cc1 (configuration not stated) | -1.3% | 3.3%
C=CCn1cc(-c2ccc(Cl)cc2)cc(C#N)c1=O | nt | -2.9%
FC(F)(F)c1cc(-c2ccco2)nc(-n2cnc3ccccc32)n1 | 4.5% | -4.0%
COCCNC(=O)c1ccc(CS(=O)(=O)c2ccc(Cl)cc2)o1 | 0.0% | -6.1%
O=C(NC1=NCCS1)C1CC(=O)N(c2ccccc2)C1 (configuration not stated) | -11.0% | 2.6%
O=C(/C=C/c1cc(Br)cs1)Nc1cccc(C(F)(F)F)c1 | -1.5% | 2.0%
COc1cc(OC)c(/C=N/n2c(C)nnc2C)c(OC)c1 | 2.4% | -0.2%
CCCCOC(=O)c1cccc(NC(=O)c2c(-c3ccccc3Cl)noc2C)c1 | 0.1% | -3.8%
CC1CCc2nn(CC(=O)NC3CCCC3)cc2C1 (configuration not stated) | 3.8% | 4.3%
Cc1ccc(S(=O)(=O)N2CCN(Cc3ccc(Br)cc3)CC2)cc1 | -0.8% | 1.6%
COC(=O)c1ccccc1NS(=O)(=O)c1cn(C)c(=O)n(C)c1=O | 0.7% | 3.2%
O=C(NC1CCCCC1)N1CCN(c2ncccn2)CC1 | nt | 0.4%

By substructure, the entries above with a thiophene ring, fused or not (6)
SMILES | Rat MKP-3 inhibitors | Hsp70 inhibitors
N#Cc1sc2nc3c(c(-c4cccnc4)c2c1N)CCC3 | 1.1% | 0.5%
CCc1ccccc1NC(=O)c1c(NC(=O)c2ccco2)sc2c1CCCC2 | 2.7% | -3.2%
O=C(Nc1cccc(Cl)c1)/C(=C\c1ccco1)NC(=O)c1cccs1 | 2.7% | -0.3%
CC(OC(=O)c1cc2sccc2n1C)C(=O)NCc1cccs1 (configuration not stated) | 3.0% | -4.6%
Cc1cccc(NC(=S)NNC(=O)c2csc(C(C)C)c2)c1 | nt | -0.8%
O=C(/C=C/c1cc(Br)cs1)Nc1cccc(C(F)(F)F)c1 | -1.5% | 2.0%
